ADAM17 inh: ADAM17 inhibition, QFRET primary screen; 370,000 tested, 0.83% active; recombinant ADAM17, EDANS/DABCYL FRET peptide cleavage; inhibition, % at 6.95 µM;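 active = inhibition above the mean of compounds lying between control limits plus 3 SD, set per campaign, cut at about 8.5% in these data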;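 note: 0% = DMSO-only wells as the low control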
ADAM10 inh: inhibitors of human ADAM10; O14672; 370,000 tested, 0.62% active; recombinant ADAM10, EDANS/DABCYL FRET peptide cleavage, 3 h; inhibition, % at 7 µM;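 active = inhibition above a per-campaign cutoff equal to the mean of compounds falling between control-based bounds plus 3 SD, cut at about 20% in these data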;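 note: 0% = DMSO wells while the 100% control is not disclosed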
ASAP1 inh: blocks human ASAP1-stimulated Arf1 GTP hydrolysis; AID 624377; Q9ULH1; inhibition, % at 16.5 µM; 360,000 tested, 0.19% active; GDP FP detection; in the data active = inhibition above about 25%;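 note: 0% = vehicle with enzyme and substrate and 100% = no enzyme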
Target sequence (Q9ULH1 325-724 limits assumed): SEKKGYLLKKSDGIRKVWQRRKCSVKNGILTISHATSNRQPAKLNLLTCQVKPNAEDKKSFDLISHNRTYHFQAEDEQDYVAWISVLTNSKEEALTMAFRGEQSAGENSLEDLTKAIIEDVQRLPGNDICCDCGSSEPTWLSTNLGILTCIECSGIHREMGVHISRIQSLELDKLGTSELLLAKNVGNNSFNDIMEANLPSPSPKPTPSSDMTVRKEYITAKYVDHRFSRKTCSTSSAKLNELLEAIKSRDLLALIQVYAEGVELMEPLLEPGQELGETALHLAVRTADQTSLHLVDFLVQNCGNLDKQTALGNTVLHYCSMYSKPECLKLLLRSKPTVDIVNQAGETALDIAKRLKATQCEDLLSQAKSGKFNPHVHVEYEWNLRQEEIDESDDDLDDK
ARFGAP1 inhibitor: inhibitors of rat ARFGAP1; Q62848; Arfgap1-stimulated ARF1 GTP hydrolysis, GDP FP detection; inhibition, % at 16.5 µM; 360,000 tested, 0.26% active; AID 651572;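 active = inhibition above a per-plate limit, mean inhibition of low control wells plus 3 SD, cut at about 25% in these data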;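 note: 0% = DMSO wells with enzyme and 100% = wells lacking Arfgap1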
Target sequence (Q62848 1-136 limits assumed): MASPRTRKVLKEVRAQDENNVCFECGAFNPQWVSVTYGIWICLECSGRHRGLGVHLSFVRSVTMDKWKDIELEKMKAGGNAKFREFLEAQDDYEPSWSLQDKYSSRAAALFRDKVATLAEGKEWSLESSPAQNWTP
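Material: rat Arfgap1 GAP domain (His6, aa 1-136), purified enzyme. Also added: human ARF1(Δ1-17)-GTP substrate. Compound dosing: 16.5 µM single point, 1.26% DMSO. Timing: enzyme reaction 120 min at 25 °C after 20 min preincubation. Signal: GDP detection by fluorescence polarization. Read-out basis: percent inhibition of GAP-stimulated GDP formation, scaled between DMSO and no-Arfgap1 medians.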
KLK7 zymogen act: proKLK7 (human) activation, primary screen | P49862 | purified proKLK7, EDANS-DABCYL substrate fluorescence; 100% is mature enzyme control, 0% vehicle | activation, % at 7 µM | 370,000 tested, 0.9% active;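 active = activation above the mean of all tested compounds plus 3 SD, computed per campaign excluding outliers beyond control limits, cut at about 13% in these data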
Target sequence (P49862 whole entry, looked up): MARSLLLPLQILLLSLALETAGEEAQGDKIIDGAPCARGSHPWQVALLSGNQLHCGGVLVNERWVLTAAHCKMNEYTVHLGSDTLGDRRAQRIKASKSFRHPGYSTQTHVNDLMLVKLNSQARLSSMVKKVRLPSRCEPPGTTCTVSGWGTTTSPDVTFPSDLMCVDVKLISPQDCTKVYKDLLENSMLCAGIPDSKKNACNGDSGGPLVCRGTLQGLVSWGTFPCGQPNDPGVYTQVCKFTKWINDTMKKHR
DDE Tn6 FP inh: DD(E)-Tn6 binding inhibition, primary FP screen. Fibrin DD(E) TRITC-Tn6 fluorescence polarization displacement. 370,000 tested, 0.21% active. inhibition, % at 8.3 µM. P02675;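 active = inhibition above a per-campaign cutoff: mean of compounds within control limits plus 3 SD, cut at about 15% in these data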;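 note: 0% = median of all compound wells on the plate and 100% = blocking peptide control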
TDP2 inh: TDP2 (human) inhibition, absorbance primary screen; O95551; recombinant TDP2, T5PNP hydrolysis, p-nitrophenol absorbance 415 nm; inhibition, % at 12.8 µM; 370,000 tested, 0.34% active;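 active = inhibition above the mean of all tested compounds plus 3 SD, set per campaign, cut at about 25% in these data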;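 note: 0% = DMSO with enzyme and 100% = buffer with substrate but no TDP2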
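Test system: human TDP2 enzyme; Input: 120 nM TDP2 per well; Buffer or medium: Mg2+-containing Tris-HCl buffer, pH 7.5; Reagent: 5 mM T5PNP; Dosing: 12.8 µM single point, 1% DMSO; Incubation: reaction 2 h, 37 °C; Detection: p-Nitrophenol epi absorbance; Read-out: % inhibition relative to enzyme-containing and enzyme-free wells; Replicates: single well per compound.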
DDE Tn7 FP inh: disrupts Tn7 cyclic peptide binding to fibrin D-Dimer-E complex | 370,000 tested, 0.13% active | FP displacement of FITC-Tn7 peptide from fibrin DD(E); 0% = median of compound wells per plate | AID 720508 | inhibition, % at 8.3 µM | P02675;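 active = inhibition above the mean of compounds falling within the control limits plus 3 SD of them, cut at about 14% in these data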;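 note: 0% = plate median of compound wells and 100% = 10 µM Aha-Tn7 peptide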
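System: human fibrin DD(E); quantity: Fibrin-DD(E) at 2 µM final; also added: fluorescent Tn7 probe at 0.1 µM; compound dosing: single nominal test concentration of 8.3 µM per compound; schedule: 10 min preincubation, 3 h with tracer, room temperature; detection: fluorescence polarization of the labelled Tn7 tracer; repeats: one replicate per compound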
LEDGF integ inh: blocks HIV-1 LEDGF/p75-dependent DNA integration; TR-FRET IN-LEDGF/p75 DNA integration, Eu/Cy5; inhibition, % at 3.7 µM; 370,000 tested, 0.64% active;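 active = inhibition above the screen-wide mean plus 3 SD, cut at about 13% in these data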;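 note: signal is the Cy5 over europium emission ratio at 671 and 618 nm; 0% = plate median of compound wells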
PLCg1 inh: blocks human PLC-gamma1 enzyme activity | P19174 | purified PLC-gamma1, fluorogenic substrate, fluorescence | inhibition, % at 12.2 µM | 370,000 tested, 0.84% active | AID 720700; in the data active = inhibition above about 9.5%
* = called active by the depositor.

`Cc1ccc(C(=O)OCC(=O)NCC2COc3ccccc3O2)cc1` (stereo not drawn) gave ADAM17 inh 6, ADAM10 inh 10, ASAP1 inh -9, ARFGAP1 inhibitor 1, KLK7 zymogen act 0.8, DDE Tn6 FP inh -2, TDP2 inh -13, DDE Tn7 FP inh -2, LEDGF integ inh 3 and PLCg1 inh 2.
`Cn1cnnc1SCC(=O)c1ccc(O)c(O)c1` gave ADAM17 inh -1, ADAM10 inh -6, ASAP1 inh 6, ARFGAP1 inhibitor -7, KLK7 zymogen act -0.4, DDE Tn6 FP inh 4, TDP2 inh 6, DDE Tn7 FP inh 1, LEDGF integ inh -5 and PLCg1 inh 1.
Screening S=C1NCCC12C(=S)Nc1ccccc12 (stereo not drawn) returned ADAM17 inh 6, ADAM10 inh -6, ASAP1 inh -3, ARFGAP1 inhibitor 4, KLK7 zymogen act 0.7, DDE Tn6 FP inh 7, TDP2 inh -4, DDE Tn7 FP inh 2, LEDGF integ inh -1 and PLCg1 inh 5.
Cc1ccc(C(=O)N/C(=C/c2ccc(-c3ccc(Br)cc3)o2)C(=O)NC2CCS(=O)(=O)C2)cc1 (stereo not drawn) was read as ADAM17 inh -39, ADAM10 inh -172, ASAP1 inh 6, ARFGAP1 inhibitor -8, KLK7 zymogen act 6.8, DDE Tn6 FP inh 2, TDP2 inh 2, DDE Tn7 FP inh 5, LEDGF integ inh -4 and PLCg1 inh -24.
For O=C(Nc1cccnc1)c1cc(S(=O)(=O)N2CCOCC2)ccc1Br the results were ADAM17 inh -2, ADAM10 inh -1, ASAP1 inh -1, ARFGAP1 inhibitor 7, KLK7 zymogen act 1.4, DDE Tn6 FP inh 1, TDP2 inh 9, DDE Tn7 FP inh -1, LEDGF integ inh -2 and PLCg1 inh 3.
`O=C(NC1CCCCC1)c1ccc(-n2cnnn2)cc1` gave ADAM17 inh -2, ADAM10 inh -4, ASAP1 inh 0, ARFGAP1 inhibitor -3, KLK7 zymogen act 0.2, DDE Tn6 FP inh -1, TDP2 inh 2, DDE Tn7 FP inh 8, LEDGF integ inh 5 and PLCg1 inh 6.
For COC(=O)c1ccccc1NC(=O)CSc1ccccc1 the results were ADAM17 inh 0, ADAM10 inh 13, ASAP1 inh 1, ARFGAP1 inhibitor 4, KLK7 zymogen act 0.1, DDE Tn6 FP inh -7, TDP2 inh -11, DDE Tn7 FP inh -3, LEDGF integ inh 5 and PLCg1 inh 3.
`CCOc1cc(C2NN=C(c3ccc(C)cc3)S2)ccc1O` (stereo not drawn) gave ADAM17 inh -22, ADAM10 inh -64, ASAP1 inh 0, ARFGAP1 inhibitor 7, KLK7 zymogen act -0.6, DDE Tn6 FP inh -9, TDP2 inh 1, DDE Tn7 FP inh 1, LEDGF integ inh -1 and PLCg1 inh inactive.
Screening Cc1nnc(N2C(=O)C(=O)/C(=C(/O)c3ccc4c(c3)OCCO4)C2c2ccc([N+](=O)[O-])cc2)s1 (stereo not drawn) returned ADAM17 inh -1, ADAM10 inh 4, ASAP1 inh 0, ARFGAP1 inhibitor 10, KLK7 zymogen act -0.5, DDE Tn6 FP inh 7, TDP2 inh 14, DDE Tn7 FP inh -1, LEDGF integ inh -2 and PLCg1 inh -12.
Cc1nn2c(NCc3ccccn3)c3c(nc2c1-c1ccccc1)CCC3 was read as ADAM17 inh -2, ADAM10 inh -5, ASAP1 inh 4, ARFGAP1 inhibitor 1, KLK7 zymogen act -0.6, DDE Tn6 FP inh -4, TDP2 inh -1, DDE Tn7 FP inh 1, LEDGF integ inh 1 and PLCg1 inh -25.
COc1ccc(OCC(O)CNC(=O)c2ccccc2C(=O)O)cc1 (stereo not drawn) was read as ADAM17 inh -4, ADAM10 inh -1, ASAP1 inh 9, ARFGAP1 inhibitor 0, KLK7 zymogen act -0.2, DDE Tn6 FP inh 6, TDP2 inh 8, DDE Tn7 FP inh 1, LEDGF integ inh -2 and PLCg1 inh 1.
For Cc1ccc(S(=O)(=O)N[C@H](C(=O)N2CCC(C(=O)N[C@@H](CC(=O)O)C(=O)O)CC2)C(C)C)cc1 the results were ADAM17 inh 0, ADAM10 inh -7, ASAP1 inh 6, ARFGAP1 inhibitor 1, KLK7 zymogen act -0.3, DDE Tn6 FP inh -8, TDP2 inh -7, DDE Tn7 FP inh 0, LEDGF integ inh 3 and PLCg1 inh 2.
Screening CCc1nnc(SCC(=O)Nc2ccc3c(c2)OCO3)n1CC returned ADAM17 inh -1, ADAM10 inh -7, ASAP1 inh -4, ARFGAP1 inhibitor 6, KLK7 zymogen act -0.9, DDE Tn6 FP inh 0, TDP2 inh 6, DDE Tn7 FP inh 0, LEDGF integ inh 1 and PLCg1 inh 1.
`c1ccc(C2=Nn3c(nnc3-c3ccccn3)SC2)cc1` gave ADAM17 inh 0, ADAM10 inh 2, ASAP1 inh -8, ARFGAP1 inhibitor 5, KLK7 zymogen act 0.0, DDE Tn6 FP inh -1, TDP2 inh 8, DDE Tn7 FP inh -1, LEDGF integ inh 3 and PLCg1 inh 1.
`CC(C)c1ccc(NC(=O)CSc2nc3ccccc3nc2N2CCCC2)cc1` gave ADAM17 inh -22, ADAM10 inh -72, ASAP1 inh -6, ARFGAP1 inhibitor -4, KLK7 zymogen act -1.3, DDE Tn6 FP inh -1, TDP2 inh -5, DDE Tn7 FP inh 1, LEDGF integ inh 2 and PLCg1 inh -36.
Screening CCn1cc(S(=O)(=O)CC(=O)N2CCc3ccccc32)c2ccccc21 returned ADAM17 inh 0, ADAM10 inh -12, ASAP1 inh 6, ARFGAP1 inhibitor -3, KLK7 zymogen act 0.2, DDE Tn6 FP inh 0, TDP2 inh 2, DDE Tn7 FP inh 2, LEDGF integ inh -2 and PLCg1 inh 1.
COc1ccc(CNC(=O)C2CCCN(S(=O)(=O)c3c(C)nn(C)c3C)C2)cc1 (stereo not drawn) was read as ADAM17 inh -4, ADAM10 inh -10, ASAP1 inh -11, ARFGAP1 inhibitor -7, KLK7 zymogen act 0.5, DDE Tn6 FP inh -2, TDP2 inh 2, DDE Tn7 FP inh 8, LEDGF integ inh -1 and PLCg1 inh -1.
CC1CCCC(C)N1C(=O)C1CCCCC1 (stereo not drawn) was read as ADAM17 inh -1, ADAM10 inh 1, ASAP1 inh -7, ARFGAP1 inhibitor -6, KLK7 zymogen act 0.2, DDE Tn6 FP inh 7, TDP2 inh 8, DDE Tn7 FP inh -4, LEDGF integ inh 1 and PLCg1 inh -1.
For Nc1nc(-c2ccc(Cl)cc2Cl)cn1N the results were ADAM17 inh -1, ADAM10 inh -4, ASAP1 inh -1, ARFGAP1 inhibitor 1, KLK7 zymogen act -0.4, DDE Tn6 FP inh -1, TDP2 inh -5, DDE Tn7 FP inh -3, LEDGF integ inh 0 and PLCg1 inh -6.
For Cc1ccc(Cl)c(OCC(=O)NN2CCN(C)CC2)c1 the results were ADAM17 inh -7, ADAM10 inh -4, ASAP1 inh -12, ARFGAP1 inhibitor 6, KLK7 zymogen act 0.4, DDE Tn6 FP inh -3, TDP2 inh 11, DDE Tn7 FP inh -1, LEDGF integ inh -4 and PLCg1 inh 0.

In the list so far, two contain an aryl methoxy group:
COc1ccc(OCC(O)CNC(=O)c2ccccc2C(=O)O)cc1 (stereo not drawn) was read as ADAM17 inh -4, ADAM10 inh -1, ASAP1 inh 9, ARFGAP1 inhibitor 0, KLK7 zymogen act -0.2, DDE Tn6 FP inh 6, TDP2 inh 8, DDE Tn7 FP inh 1, LEDGF integ inh -2 and PLCg1 inh 1.
COc1ccc(CNC(=O)C2CCCN(S(=O)(=O)c3c(C)nn(C)c3C)C2)cc1 (stereo not drawn) was read as ADAM17 inh -4, ADAM10 inh -10, ASAP1 inh -11, ARFGAP1 inhibitor -7, KLK7 zymogen act 0.5, DDE Tn6 FP inh -2, TDP2 inh 2, DDE Tn7 FP inh 8, LEDGF integ inh -1 and PLCg1 inh -1.

Next section.
Screening COc1ccc2nc(SCC(=O)Nc3ccccc3)[nH]c2c1 returned ADAM17 inh 1, ADAM10 inh 5, ASAP1 inh 5, ARFGAP1 inhibitor -1, KLK7 zymogen act 0.0, DDE Tn6 FP inh 6, TDP2 inh 2, DDE Tn7 FP inh 1, LEDGF integ inh -1 and PLCg1 inh 2.
Screening COc1ccc(N2CCOCC2)c(NC(=O)c2cccc3ccccc23)c1 returned ADAM17 inh -2, ADAM10 inh -7, ASAP1 inh 9, ARFGAP1 inhibitor 2, KLK7 zymogen act 0.5, DDE Tn6 FP inh -3, TDP2 inh 0, DDE Tn7 FP inh 1, LEDGF integ inh 0 and PLCg1 inh 0.
`CC(NC(=O)c1cc(-c2ccccc2)on1)c1ccccc1` (stereo not drawn) gave ADAM17 inh -7, ADAM10 inh -2, ASAP1 inh -7, ARFGAP1 inhibitor -7, KLK7 zymogen act 0.2, DDE Tn6 FP inh 5, TDP2 inh 2, DDE Tn7 FP inh 0, LEDGF integ inh -2 and PLCg1 inh 1.
For Clc1ccc(Cn2ccc3ccccc32)cn1 the results were ADAM17 inh -1, ADAM10 inh -1, ASAP1 inh 12, ARFGAP1 inhibitor 1, KLK7 zymogen act -0.4, DDE Tn6 FP inh -4, TDP2 inh -1, DDE Tn7 FP inh -4, LEDGF integ inh 0 and PLCg1 inh -1.
Screening Cc1cc(Br)cc(C)c1NC(=O)c1ccc(C#N)cc1F returned ADAM17 inh -1, ADAM10 inh -2, ASAP1 inh 8, ARFGAP1 inhibitor -4, KLK7 zymogen act 0.0, DDE Tn6 FP inh 1, TDP2 inh -2, DDE Tn7 FP inh 4, LEDGF integ inh -1 and PLCg1 inh 1.
`COc1ccc(Cl)cc1S(=O)(=O)N(C)CC(=O)N1CCOCC1` gave ADAM17 inh -5, ADAM10 inh 0, ASAP1 inh 1, ARFGAP1 inhibitor -2, KLK7 zymogen act 0.1, DDE Tn6 FP inh -4, TDP2 inh 5, DDE Tn7 FP inh 7, LEDGF integ inh -4 and PLCg1 inh -1.
`Cn1c(=O)c2c(SCC(=O)N3CCCC3)nc(CC(C)(C)C)nc2n(C)c1=O` gave ADAM17 inh 0, ADAM10 inh -11, ASAP1 inh -5, ARFGAP1 inhibitor 1, KLK7 zymogen act 0.5, DDE Tn6 FP inh 9, TDP2 inh 5, DDE Tn7 FP inh -5, LEDGF integ inh -3 and PLCg1 inh 2.

Hits appear at their usual frequency; any-hit rate near 4.2%.
